Screens (PubChem)
beta cell repl: inducers of beta-cell replication in MIN6 cells; MIN6 cells proliferation, ATPlite luminescence, 48 h; cells starved in 0.2% serum; 100% = growth in 10% serum; proliferation, % at 10 µM; actives 0.29% (n = 330,000);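 active = compounds whose signal lies at least 3.5 SD above the mean of all wells on their plate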;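 note: 0% = DMSO-treated cells in low-serum medium and 100% = 10% serum control; some compounds called inactive have numbers as strong as hits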
SENP8 block-1: inhibitors of human SENP8 protease; Q96LD8; recombinant SENP8, Nedd8 substrate fluorescence; inhibition, % at 20 µM; actives 0.64% (n = 360,000); AID 602440; in the data active = inhibition mostly above about 40%, no sharp cut-off; inactive = mostly below about 27%
Target sequence (Q96LD8 whole entry, looked up): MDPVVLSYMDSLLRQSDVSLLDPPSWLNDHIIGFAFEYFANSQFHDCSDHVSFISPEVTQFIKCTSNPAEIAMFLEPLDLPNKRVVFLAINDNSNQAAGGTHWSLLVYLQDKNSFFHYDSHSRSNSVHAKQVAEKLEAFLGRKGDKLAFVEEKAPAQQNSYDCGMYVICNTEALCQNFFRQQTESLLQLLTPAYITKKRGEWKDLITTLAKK
UBC13 inh: inhibitors of human UBC13 polyubiquitin chain formation. AID 485273. actives 0.47% (n = 330,000). TR-FRET. inhibition, % at 20 µM; in the data active = inhibition above about 45%, passing the limit was not always enough
PfG6PD inh: PfG6PD (Plasmodium falciparum) enzyme inhibition | PfGluPho enzyme, NADPH resazurin-diaphorase fluorescence | inhibition, % at 20 µM | actives 0.78% (n = 350,000) | AID 504690;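 active = inhibition reaching at least a set limit at 20 µM in the primary screen, cut at about 59% in these data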;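 note: 0% = DMSO wells with substrate and 100% = DMSO wells lacking glucose-6-phosphate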
SENP1 inh: inhibitors of human SENP1 SUMO protease catalytic domain; Q9P0U3; recombinant SENP1 catalytic domain, CyPet-SUMO1-YPet FRET cleavage; inhibition, % at 10 µM; actives 0.21% (n = 360,000); AID 624204;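 active = inhibition at least 30% at 10 µM, raw YFP signal under a set limit, fluorescence ratio 0.5 to 1.5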;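 note: 0% = enzyme with DMSO and 100% = no enzyme wells; some results filed as inactive read as strong as hits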
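Material – human SENP1 catalytic domain · Input – SENP1 enzyme, 20 pM final · Compound dosing – single concentration of 10 µM compound, 0.5% DMSO final · Timing – enzyme reaction for 50 min at room temperature, dark · Measured by – FRET fluorescence in CFP and YFP emission channels · Control set – no-enzyme wells low, DMSO-plus-enzyme wells high control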
SENP7 block: SENP7 protease inhibition; recombinant SENP7, Z-RLRGG-aminoluciferin luminescence, 40 min; inhibition, % at 5 µM; actives 1.5% (n = 330,000); AID 434973;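 active = inhibition above about 50% at the single test dose, limit read from the data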;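 note: plate controls were DMSO with enzyme for no effect and no enzyme buffer wells for full effect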
SENP6 block: SENP6 protease inhibition. Recombinant SENP6 catalytic domain, aminoluciferin luminescence. actives 1.8% (n = 330,000). AID 2599. inhibition, % at 10 µM. Q9GZR1;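 active = inhibition above about 50% at the single tested dose, limit read from the data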;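 note: plate controls were DMSO wells with enzyme for no effect and DMSO wells lacking enzyme for full effect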
SENP8 block-2: inhibitors of human SENP8 protease | Q96LD8 | purified SENP8, Z-RLRGG-aminoluciferin cleavage, luminescence | inhibition, % at 10 µM | actives 1.2% (n = 330,000) | AID 2540; in the data active = inhibition above about 50%
HKDC1 inhibitor: blocks human hexokinase HKDC1 activity | recombinant HKDC1, G6PDH/diaphorase resazurin coupled fluorescence | inhibition, % at 20 µM | actives 0.16% (n = 340,000) | AID 493160;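 active = inhibition above about 35% when tested at 20 µM, limit read from the data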;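 note: plate controls were DMSO wells with enzyme for no effect and DMSO wells lacking enzyme for full effect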
Target sequence (Q2TB90 whole entry, looked up): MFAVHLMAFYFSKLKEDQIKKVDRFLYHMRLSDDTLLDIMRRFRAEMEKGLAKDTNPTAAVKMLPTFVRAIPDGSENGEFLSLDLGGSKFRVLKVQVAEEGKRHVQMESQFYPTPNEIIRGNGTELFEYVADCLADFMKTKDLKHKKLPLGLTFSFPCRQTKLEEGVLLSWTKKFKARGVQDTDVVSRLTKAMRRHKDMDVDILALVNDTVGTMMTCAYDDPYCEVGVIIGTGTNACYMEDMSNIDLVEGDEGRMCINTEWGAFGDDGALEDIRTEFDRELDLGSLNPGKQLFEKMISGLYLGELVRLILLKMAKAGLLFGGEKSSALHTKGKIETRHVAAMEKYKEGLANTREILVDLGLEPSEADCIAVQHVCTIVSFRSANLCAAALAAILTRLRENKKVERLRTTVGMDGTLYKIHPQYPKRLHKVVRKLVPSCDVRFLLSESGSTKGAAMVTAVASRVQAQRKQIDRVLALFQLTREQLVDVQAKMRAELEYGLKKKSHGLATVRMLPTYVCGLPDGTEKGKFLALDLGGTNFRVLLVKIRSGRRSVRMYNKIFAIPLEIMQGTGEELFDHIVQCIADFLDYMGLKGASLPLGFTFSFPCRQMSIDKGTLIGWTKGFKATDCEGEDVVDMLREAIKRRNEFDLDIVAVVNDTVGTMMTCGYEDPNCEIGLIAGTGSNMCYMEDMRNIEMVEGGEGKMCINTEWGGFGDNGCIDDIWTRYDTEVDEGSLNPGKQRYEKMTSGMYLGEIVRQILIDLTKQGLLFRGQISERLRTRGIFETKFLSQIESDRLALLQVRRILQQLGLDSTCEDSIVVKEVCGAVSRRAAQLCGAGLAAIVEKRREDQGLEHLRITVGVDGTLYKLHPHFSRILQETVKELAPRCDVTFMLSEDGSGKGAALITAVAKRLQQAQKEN
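Test system: recombinant HKDC1 (HK5) hexokinase enzyme, produced in-house / Doses: 20 µM test compound, 1% DMSO / Timing: 90 min, room temperature / Detection: G6PDH/diaphorase-coupled fluorescence, 1 mM NADP, 100 µM resazurin, 525/613 nm / Control set: DMSO wells with and without enzyme mix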
Active calls of the source: *; i = inactive; . = no result given.

SMILES	beta cell repl	SENP8 block-1	UBC13 inh	PfG6PD inh	SENP1 inh	SENP7 block	SENP6 block	SENP8 block-2	HKDC1 inhibitor
CC1CC(C)CN(S(=O)(=O)c2ccc(Cl)cc2)C1 (stereo not drawn)	1	6	7	-15	-1	1	5	-4	6
C=CCOc1ccc(CN(C)Cc2nc3cc(C(F)(F)F)ccc3c(=O)[nH]2)cc1	-3	0	0	10	-3	-3	-3	-1	5
Cn1c(=O)c(=O)n(C)c2cc(S(=O)(=O)N3CCC(N4CCCCC4)CC3)ccc21	-1	-13	-12	5	-6	-2	-17	-7	-1
COc1ccc(NC(=O)COc2ncnc3ccccc23)cc1S(=O)(=O)N1CCOCC1	-4	-1	7	-2	2	1	24	-4	-5
CCNc1nn2ccccc2c1/C=C(\C#N)C(=O)OCC	2	14	0	8	-139	2	-8	-2	-1
Cc1c(C=O)c2ccccn2c1C(=O)c1ccc(Cl)c([N+](=O)[O-])c1	-6	16	8	1	6	1	9	0	-6
CC(=O)Nc1cccc(NC(=O)CSc2nnnn2Cc2ccccc2)c1	-2	30	6	-11	1	4	-7	6	-5
CCCCN(CC(=O)NC1CC1)S(=O)(=O)c1ccc(OCC)cc1	0	4	-9	0	0	-7	-23	-6	-6
CC(=O)OCC(=O)C1(O)CCC2C3CCC4=CC(=O)CCC4(C)C3(F)C(O)CC21C (stereo not drawn)	.	11	.	-4	2	.	.	.	-9
CCS(=O)(=O)n1nc(-c2ccc(C)cc2)nc1N	1	22	4	-13	1	6	-26	7	-1
COC(=O)c1[nH]c2ccccc2c1NC(=O)C(C)N1CCOCC1 (stereo not drawn)	0	-164	1	6	0	6	20	9	-3
CN(C)CCNC(=O)c1ccc(CS(=O)(=O)c2ccc(Br)cc2)o1	1	7	6	8	2	4	-1	1	-9
Cn1cc(CN(CCO)Cc2cccs2)c(-c2ccccc2F)n1	1	9	12	-13	1	2	10	12	-2
OCCNCCO	0	39	6	-3	2	1	-11	12	-5
CCOC(=O)c1nn(-c2ccc3c(c2)CCN3C(C)=O)cc1O	-4	-323	18	29	2	-4	-18	-7	-5
CCCOc1ccc(CC(=O)NCc2ccco2)cc1OC	-2	5	-2	-1	-3	1	-1	7	3
CC(C)=CC(=O)OCC(=O)Nc1ccc(Cl)cc1	-3	18	-7	5	-1	2	-14	5	-6
O=C(c1cc[n+]([O-])cc1)N1CCc2c([nH]c3ccccc23)C1c1ccccc1Cl (stereo not drawn)	3	4	4	17	-6	4	-18	1	-10
CCCN1C(=O)C(=O)N(CC(=O)c2cc(C)n(C3CC3)c2C)C1=O	-5	5	9	-7	0	4	-7	-8	-6
COC(=O)c1ccc(CN2CCC(Oc3cccc(C(=O)N4CCOCC4)c3)CC2)cc1	0	12	7	-11	0	2	-8	-7	5
COc1ccc(NC(=O)c2c(C(F)(F)F)nn(C)c2SCc2ccccc2)cc1	-5	5	-6	2	2	-5	-20	-6	1
Cc1cccc(OCC(=O)NC(=S)Nc2ccccc2N2CCOCC2)c1	-3	43*	14	17	-1	9	1	-1	-5
Cc1nnc(SC(C)C(=O)N2CCc3ccccc32)s1 (stereo not drawn)	-2	16	-1	-11	3	-6	-4	1	-9
Cc1cc(C)cc(-n2ncc3c2CCCC3NC(=O)CN2CCCCC2=O)c1 (stereo not drawn)	0	-2	1	8	-2	-2	-12	5	7

Quoted at random: two entries already listed, in no set order.
SMILES	beta cell repl	SENP8 block-1	UBC13 inh	PfG6PD inh	SENP1 inh	SENP7 block	SENP6 block	SENP8 block-2	HKDC1 inhibitor
O=C(c1cc[n+]([O-])cc1)N1CCc2c([nH]c3ccccc23)C1c1ccccc1Cl (stereo not drawn)	3	4	4	17	-6	4	-18	1	-10
OCCNCCO	0	39	6	-3	2	1	-11	12	-5

Following part:
SMILES	beta cell repl	SENP8 block-1	UBC13 inh	PfG6PD inh	SENP1 inh	SENP7 block	SENP6 block	SENP8 block-2	HKDC1 inhibitor
CC(C)(C)c1ccc(C(=O)N/N=C/c2ccccn2)cc1	-1	7	65*	-3	-8	1	-4	0	-1
C[C@H](NC(=O)c1nc[nH]c1C(=O)N[C@@H](Cc1ccccc1)C(=O)OC(C)(C)C)c1ccccc1	-9	12	-36	31	3	9	-30	-4	7
COc1ccc(CN(C)CC(=O)c2c(N)n(Cc3ccccc3)c(=O)n(C)c2=O)c(OC)c1	-2	0	-4	-13	-1	-1	-22	1	-3
O=C(NCc1ccco1)C1Cc2ccccc2CN1S(=O)(=O)c1ccccc1F (stereo not drawn)	0	-9	-4	9	-13	-5	-19	-7	13
CCCCN(C(=O)/C=C/c1ccccc1)C1CCS(=O)(=O)C1 (stereo not drawn)	1	3	2	-11	2	-2	7	-5	-10
CC1=C(C)C(=O)N(c2ccc(C(=O)O)cc2)C1=O	-3	12	4	3	3	6	-6	0	-7
CC(NC(=O)c1ccc(Br)cc1Br)c1ccccc1 (stereo not drawn)	-1	10	1	0	2	-5	-5	-6	-11
CC(C)N1C(=O)c2ccccc2N(Cc2ccccc2)S1(=O)=O	-2	-35	2	0	0	-10	-14	-3	7
Cc1c(C(=O)N2CCCCCC2)c(S(=O)(=O)Nc2ccc(F)cc2)c(C)n1C	8	21	7	0	1	3	1	-4	3
Cc1cc2oc(=O)cc(C)c2cc1NC(=O)CCC(=O)O	-1	-216	7	-5	2	1	-9	-7	-14
CCc1cccc(NC(=O)CSCc2cc(=O)[nH][nH]2)c1	-3	20	-3	5	2	20	-4	0	-13
Cc1ccc(S(=O)(=O)N2CCCC(C(=O)NCC3COCCO3)C2)cc1 (stereo not drawn)	-1	18	0	1	4	-6	-2	2	-11

In a second layout: entries from further up.
Each structure is followed by: beta cell repl, SENP8 block-1, UBC13 inh, PfG6PD inh, SENP1 inh, SENP7 block, SENP6 block, SENP8 block-2, HKDC1 inhibitor
> CCc1cccc(NC(=O)CSCc2cc(=O)[nH][nH]2)c1
    -3, 20, -3, 5, 2, 20, -4, 0, -13
> Cc1c(C(=O)N2CCCCCC2)c(S(=O)(=O)Nc2ccc(F)cc2)c(C)n1C
    8, 21, 7, 0, 1, 3, 1, -4, 3
> C[C@H](NC(=O)c1nc[nH]c1C(=O)N[C@@H](Cc1ccccc1)C(=O)OC(C)(C)C)c1ccccc1
    -9, 12, -36, 31, 3, 9, -30, -4, 7

(continued)
SMILES	beta cell repl	SENP8 block-1	UBC13 inh	PfG6PD inh	SENP1 inh	SENP7 block	SENP6 block	SENP8 block-2	HKDC1 inhibitor
Cn1cc(S(=O)(=O)N2CCN(c3cccc(Cl)c3)CC2)c(=O)n(C)c1=O	0	30	20	5	-3	-3	-37	-3	-2
CCOc1ccc(NC(=S)Nc2ccc(OCC)cc2)cc1	-6	6	-4	-25	1	-6	-13	-10	-4
CCN(CC)C(=O)c1[nH]cnc1C(=O)N[C@@H](Cc1ccccc1)C(=O)OCc1ccccc1	-4	4	8	7	1	8	-22	2	8
Cc1ccc(S(=O)(=O)N(C)C)cc1NC(=O)C(C)OC(=O)C1CCCC1 (stereo not drawn)	1	5	2	16	2	8	-4	6	-6
CC1(C)C(=O)Nc2ccccc2N1C(=O)COC(=O)Cc1ccccc1F	5	3	14	6	2	0	-7	-4	-3
CNC(=S)N1CCN(c2nc(-c3ccc(Cl)cc3)cs2)CC1	-3	-2	10	22	0	4	-6	4	-5
C=CCn1c(SCc2nc3ccccc3[nH]2)nnc1-c1ccccn1	-3	-152	6	15	2	-8	-8	-5	-8
Cc1cccc2sc(NC(=O)CN(C)S(=O)(=O)c3ccc(Br)s3)nc12	-4	14	10	2	2	-7	-22	-7	-1
CCOc1ccccc1C(=O)N(Cc1sccc1C)C1CCS(=O)(=O)C1 (stereo not drawn)	0	-4	0	10	2	8	11	4	-5
CCOc1ccc(N2C(=O)C3C(c4ccc(OC)cc4OC)NC(CCSC)(C(=O)OC)C3C2=O)cc1 (stereo not drawn)	-2	0	6	19	1	-3	-22	4	-3
Cc1ccc(S(=O)(=O)Nc2ccc3nc(C)sc3c2)c(C)c1	-7	-23	-7	-11	29	-2	-9	-5	9
COC(=O)C[C@H]1c2cc(F)ccc2S(=O)(=O)N1c1ccccc1	-4	13	11	-16	0	6	0	0	-4
COc1ccc(N2CCN(S(=O)(=O)c3cccc4cccnc34)CC2)cc1	-2	4	7	1	-1	-2	15	-4	0
CC1CCCCN1C(=O)c1c([N+](=O)[O-])cnn1C (stereo not drawn)	3	20	-1	9	0	4	-2	-2	-6
Cc1ccc(N(C(=O)CNC(=O)c2ccco2)C(C(=O)NC2CCCC2)c2ccncc2)cc1C (stereo not drawn)	-1	15	-4	4	1	-7	-44	-4	-6
O=C(Nc1ccc(F)c(F)c1)c1ccco1	-2	9	4	-14	-2	4	-8	-4	2
CCOC(=O)/C(=N\Nc1ncnc2ccccc12)c1ccc(OC)cc1	1	15	-13	9	-13	65*	77*	74*	5
CCOc1ccc(-c2nnc(NC(=O)CCCOc3cccc(C)c3)o2)cc1	-6	2	-15	3	-2	7	10	5	3
C/C=C(\C)C(=O)OC(C)(C)[C@@H]1Cc2cc3ccc(=O)oc3cc2O1	1	i	16	-8	0	6	1	-10	5
Cc1ccc(N=Nc2c(=O)[nH]n3c(=O)cc(C)[nH]c23)cc1	-1	37	-217	-3	0	43	76*	54*	1
Cc1noc(NS(=O)(=O)c2ccc(NC(=O)c3cc(-c4ccccc4Cl)nc4ccccc34)cc2)c1C	-3	12	-15	-4	1	3	-10	5	-3
CCOc1ccc(S(=O)(=O)N2CC(=O)Nc3ccccc32)cc1	0	6	0	7	1	1	-34	2	-2
CC(=O)c1c(C)[nH]c(C(=O)Nc2cc(F)ccc2C)c1C	-2	-10	3	8	-2	-4	-42	-6	-4
Cc1cc(NC(=O)CSc2nnc(CNC(=O)c3ccc(C(C)(C)C)cc3)o2)no1	-1	6	-3	-1	5	9	-7	-4	0
O=C1C/C(=C/NCc2ccccc2)C(=O)N1	-1	12	5	3	0	-4	-9	1	-5
NCCNc1ccc2nnnn2n1	-1	19	-6	-6	-1	-7	-9	-9	-8
CC(C)c1ccc(N2C(=O)CC(NNC(=O)c3ccccc3Cl)C2=O)cc1 (stereo not drawn)	-1	17	-5	-3	1	-5	-17	-3	-7
CC(C)(C)NC(=O)C1(N2C(=O)c3ccccc3C2=O)CCCC1	.	17	.	-7	0	.	.	.	-5
CC1/C(=N/O)CC(c2ccccc2)NC1c1ccccc1 (stereo not drawn)	0	10	-4	-8	1	89*	-38	-8	-7
CCOC(=O)c1nnn(CC(=O)Nc2ccccc2)c1C(=O)OCC	0	15	7	0	-2	3	-1	3	-5
COc1ccc(CCNC(=O)CCC(=O)Nc2nnc(C(C)C)s2)cc1OC	-2	11	4	-10	2	-1	4	5	1
CSCCC(=O)N1CCC(CCC(=O)NC2CC2)CC1	3	-1	2	-2	3	5	-25	-6	7
Cc1c(/C(O)=C2/C(=O)C(=O)N(Cc3cccnc3)C2c2ccccn2)cnn1-c1ccccc1 (stereo not drawn)	-1	-18	-5	5	-1	8	-6	-6	-12
O=C(Oc1ccc(Br)cc1C(=S)N1CCOCC1)c1cccc([N+](=O)[O-])c1	0	16	12	30	0	-1	-3	6	1
COc1cccc(N2CCN(c3ccc4nnc(CCC(=O)Nc5ccc(F)cc5F)n4n3)CC2)c1	-2	8	-8	13	0	10	-11	-3	-6
CC(=O)N1c2ccccc2C(=O)C1N1CCCCC1 (stereo not drawn)	1	-312	-10	-12	-6	1	-1	-3	-1
CC(=O)c1cccc(NC(=O)C(OC(=O)c2cccc(S(=O)(=O)N(C)c3ccccc3)c2)c2ccccc2)c1 (stereo not drawn)	0	12	-20	9	1	2	-19	-13	1
COc1ccc(-c2c(C#N)c(SCC(N)=O)nc3c2CCCC3)cc1	-1	-11	14	-6	-1	-3	-6	-3	6
